TLR9-MyD88 block = TLR9-MyD88 interaction inhibition; hit rate 0.21% among 340,000; inhibition, % at 4.98 µM; CHO BLA complementation TLR9-MyD88, CCF4 FRET ratio;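 active = inhibition above the mean over all tested compounds plus 3 SD, cut at about 21% in these data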;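 note: 0% = DMSO only wells and 100% = clavulanate BLA inhibitor control wells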
Target sequence (Q99836 whole entry, looked up): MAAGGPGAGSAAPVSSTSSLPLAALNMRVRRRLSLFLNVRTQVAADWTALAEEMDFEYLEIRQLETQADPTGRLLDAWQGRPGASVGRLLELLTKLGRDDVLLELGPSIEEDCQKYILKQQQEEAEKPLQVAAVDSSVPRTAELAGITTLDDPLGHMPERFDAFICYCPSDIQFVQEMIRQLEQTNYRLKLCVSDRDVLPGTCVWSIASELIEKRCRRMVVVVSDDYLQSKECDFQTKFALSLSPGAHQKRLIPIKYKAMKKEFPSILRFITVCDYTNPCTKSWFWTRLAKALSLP
Target sequence (Q9NR96 whole entry, looked up): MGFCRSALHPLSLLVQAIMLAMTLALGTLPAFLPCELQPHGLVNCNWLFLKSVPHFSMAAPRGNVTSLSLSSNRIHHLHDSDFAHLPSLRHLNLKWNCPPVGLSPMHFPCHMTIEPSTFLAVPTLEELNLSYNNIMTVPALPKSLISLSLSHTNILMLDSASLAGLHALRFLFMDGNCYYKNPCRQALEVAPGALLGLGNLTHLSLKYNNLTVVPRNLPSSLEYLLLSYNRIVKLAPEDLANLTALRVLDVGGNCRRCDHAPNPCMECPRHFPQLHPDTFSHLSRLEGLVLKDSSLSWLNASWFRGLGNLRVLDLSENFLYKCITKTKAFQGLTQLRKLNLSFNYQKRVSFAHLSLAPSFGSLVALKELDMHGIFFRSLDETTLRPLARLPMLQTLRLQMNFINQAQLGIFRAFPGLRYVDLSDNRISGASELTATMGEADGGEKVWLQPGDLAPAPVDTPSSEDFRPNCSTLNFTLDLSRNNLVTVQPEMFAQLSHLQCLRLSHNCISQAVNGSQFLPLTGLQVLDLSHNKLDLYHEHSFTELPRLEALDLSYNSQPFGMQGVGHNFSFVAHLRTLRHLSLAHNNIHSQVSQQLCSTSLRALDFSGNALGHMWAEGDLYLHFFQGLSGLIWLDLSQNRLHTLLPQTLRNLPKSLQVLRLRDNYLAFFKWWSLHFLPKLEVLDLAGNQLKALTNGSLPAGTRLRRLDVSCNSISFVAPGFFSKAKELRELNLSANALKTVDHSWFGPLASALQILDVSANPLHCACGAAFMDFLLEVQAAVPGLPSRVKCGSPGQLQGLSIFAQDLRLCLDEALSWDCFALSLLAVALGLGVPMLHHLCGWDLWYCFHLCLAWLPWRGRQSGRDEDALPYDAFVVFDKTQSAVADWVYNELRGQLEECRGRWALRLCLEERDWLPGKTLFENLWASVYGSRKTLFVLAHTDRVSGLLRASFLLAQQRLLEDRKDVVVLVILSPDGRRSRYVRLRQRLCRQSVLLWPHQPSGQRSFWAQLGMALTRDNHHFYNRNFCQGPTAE
TROY signal inh = inhibitors of TROY-dependent NF-kB signaling; inhibition, % at 10 µM; Q293 LMP1-TROYcd NF-kB luciferase reporter, 4 h; hit rate 0.98% among 360,000;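 active = compounds whose plate-normalised and pattern-corrected inhibition of the luciferase reporter signal at the single screening dose is 50% or more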
NCOA1 inh = inhibitors of human steroid receptor coactivator 1 (SRC1); HEK293 GAL4-SRC1 luciferase reporter, luminescence; hit rate 0.12% among 360,000; inhibition, % at 3.6 µM; AID 588354;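 active = inhibition above the campaign mean plus 3 SD, with each screening campaign given its own cutoff, cut at about 60% in these data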;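 note: 0% = DMSO treated cells and 100% = gossypol at 36 µM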
NR5A2 inv ag = inverse agonists of human LRH-1 (NR5A2); inhibition, % at 3.6 µM; HEK293T StAR-luciferase reporter, LRH-1 transfected, 24 h; hit rate 0.13% among 360,000; AID 602396; O00482;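 active = inhibition above the mean inhibition of all tested compounds plus 3 SD, cut at about 73% in these data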;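 note: 0% = DMSO wells and 100% = reporter-only cells lacking LRH-1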
COUP-TFII inh = NR2F2 (human) inhibition, primary screen; HEK293T NGFI-A luciferase reporter, luminescence; inhibition, % at 8.6 µM; AID 686940; P24468; hit rate 0.7% among 370,000;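 active = inhibition above a per-plate cutoff, mean inhibition of test wells between control levels plus 3 SD, cut at about 38% in these data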;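 note: cells cotransfected with COUP-TFII expression vector driving the NGFI-A reporter; 0% = median of COUP-TF2 test wells and 100% = reporter-only cells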
ABHD5 PLIN5 PPI = inhibitors of human ABHD5-perilipin-5 interaction; Q00G26+Q8WTS1; Split G. princeps luciferase complementation, luminescence, 4 h; inhibition, % at 4 µM; hit rate 0.78% among 360,000;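 active = inhibition above the mean inhibition across every tested compound plus 3 SD, cut at about 22% in these data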;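 note: 0% = DMSO only wells and the 100% control is not disclosed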
TWEAK-Fn14 inh = TWEAK-Fn14 signaling inhibition. TWEAK-stimulated Fn14 reporter cells, luciferase luminescence, 8 h. inhibition, % at 10 µM. hit rate 2% among 360,000. AID 1159606; in the data active = inhibition above about 50%
NOD2-RIPK2 inh = blocks binding of human NOD2 to RIPK2; CHO BLA complementation NOD2-RIPK2, CCF4 ratio; AID 624267; O43353; hit rate 0.38% among 360,000; inhibition, % at 4.98 µM; in the data active = inhibition above about 21%;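 note: 0% = vehicle only and 100% = reference blocker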
Granule exo inh = blocks lytic granule exocytosis; TALL-104 LAMP-1 surface exposure, flow cytometry; cells stimulated with thapsigargin and PMA; inhibition, % at 10 µM; hit rate 0.66% among 360,000; AID 651702;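 active = inhibition above about 55%, limit read from the data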
SRC3 inh = inhibitors of human steroid receptor coactivator 3 (SRC3); hit rate 0.17% among 360,000; Q9Y6Q9; inhibition, % at 3.6 µM; HEK293 GAL4-SRC3 luciferase reporter, luminescence;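 active = inhibition above a per-campaign cutoff, the mean of all compounds plus 3 SD, cut at about 60% in these data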;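 note: 0% = DMSO-treated cells and 100% = gossypol-treated cells at 36 µM; higher means less SRC3-driven luciferase light from the GAL4 reporter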
NCOA2 inhibitor = human SRC2 (NCOA2) inhibition; HEK293 GAL4-SRC2 luciferase reporter, luminescence; AID 651957; inhibition, % at 9 µM; hit rate 0.17% among 370,000; Q15596;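 active = inhibition above the mean inhibition of all tested compounds plus 3 SD, set per campaign, cut at about 52% in these data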;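 note: 0% = DMSO treated cells and 100% = cells given Gossypol at 36 µM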
* hit, by the source's call; nt = not tested or not shown.

SMILES	TLR9-MyD88 block	TROY signal inh	NCOA1 inh	NR5A2 inv ag	COUP-TFII inh	ABHD5 PLIN5 PPI	TWEAK-Fn14 inh	NOD2-RIPK2 inh	Granule exo inh	SRC3 inh	NCOA2 inhibitor
O=C(Nc1cc([N+](=O)[O-])ccc1N1CCOCC1)c1cccs1	0	16	7	0	4	-6	-8	-2	-10	3	-8
FC(F)(F)c1cc(-c2ccc(Cl)cc2)nc2ncnn12	4	-3	-2	5	-5	-3	-12	-5	-3	-2	-1
CCOC(=O)N1CCN(c2ncnc3c2[nH]c2ccc(OC)cc23)CC1	2	-5	9	34	-7	6	17	-8	-3	-4	-12
O=C(c1ccco1)N1CCN(Cc2nnc(-c3cccc(Br)c3)o2)CC1	-10	-26	0	13	18	3	-7	-28	-11	0	23
COC(=O)CCC(=O)NNC(=O)C1CC1(c1ccccc1)c1ccccc1 (stereo not given)	5	0	-3	3	8	-2	6	5	-1	0	23
CC(C)O/C(=N/S(=O)(=O)c1ccc(Cl)cc1)c1ccccc1	-2	-8	8	-12	-1	-7	5	6	-2	8	-3
O=C1C2C(C(=O)N1/N=C/c1ccco1)C1C=CC2C12CC2 (stereo not given)	7	2	-23	-4	0	4	-6	-7	-3	2	5
COC(=O)c1ccc(C(C(=O)NC2CCCCC2)N(Cc2ccccc2)C(=O)Cc2cccs2)cc1 (stereo not given)	-15	5	-24	-6	9	0	-6	-11	2	19	-15
COc1cccc(NC(=O)COC(=O)c2ccc3c(c2)OCCO3)c1	-7	23	-6	6	12	9	11	1	6	-9	6
COc1ccc(NC(=S)N(CCN2CCCCC2)Cc2ccco2)cc1	-8	-2	2	-4	3	3	39	-2	-2	9	-18
O=C(c1ccccc1)c1cccc(NC(=O)c2ccco2)c1	-7	-54	-28	6	-21	5	-9	-3	-4	-31	-24
Cc1ccc(SCC(=O)Nc2ccc3c(c2)C(=O)NC3=O)cc1	nt	-16	-13	-1	-7	4	-21	-9	7	8	18
CC(=O)N(c1ccccc1)c1ccccc1[N+](=O)[O-]	10	-7	-31	3	4	-2	9	-3	-3	0	27
CC(=O)c1cccc(NC(=O)c2ccc3c(=O)n4c(nc3c2)CCCCC4)c1	-8	-21	-1	-10	-18	1	4	-6	-3	-10	-21
CCOc1ccccc1C(=O)Nc1cccc2cccnc12	14	-26	12	15	-14	-1	-20	-1	0	-20	-8
CCN1C(=O)[C@H]2[C@H]3CN=C(SC)N3[C@@](CC)(C(=O)OC)[C@H]2C1=O	-4	-5	-8	-9	11	1	-8	-6	-5	-7	-1
Nc1ncnc2c1ncn2[C@H]1C[C@H](O)[C@@H](CO)O1	-3	-26	-2	-17	3	3	-34	-9	0	10	21
CCN(CC)CCCNC(=O)c1ccc(N2CCCCC2)c(NS(=O)(=O)c2ccc(C)cc2)c1	5	-10	4	1	-3	2	-11	3	7	-1	-4
Cc1cccc(S(=O)(=O)Nc2cccc(-c3cn4ccsc4n3)c2)c1	-4	19	-6	10	1	4	14	3	-3	4	8
CC(C)C(=O)NC(=S)Nc1ccccc1N1CCN(C(=O)c2ccccc2)CC1	-12	24	14	-2	2	0	30	4	-2	12	-19

Full records from above. Order of screens: TLR9-MyD88 block | TROY signal inh | NCOA1 inh | NR5A2 inv ag | COUP-TFII inh | ABHD5 PLIN5 PPI | TWEAK-Fn14 inh | NOD2-RIPK2 inh | Granule exo inh | SRC3 inh | NCOA2 inhibitor
Results for O=C(c1ccccc1)c1cccc(NC(=O)c2ccco2)c1 → -7 | -54 | -28 | 6 | -21 | 5 | -9 | -3 | -4 | -31 | -24
Results for FC(F)(F)c1cc(-c2ccc(Cl)cc2)nc2ncnn12 → 4 | -3 | -2 | 5 | -5 | -3 | -12 | -5 | -3 | -2 | -1

More entries follow:
SMILES	TLR9-MyD88 block	TROY signal inh	NCOA1 inh	NR5A2 inv ag	COUP-TFII inh	ABHD5 PLIN5 PPI	TWEAK-Fn14 inh	NOD2-RIPK2 inh	Granule exo inh	SRC3 inh	NCOA2 inhibitor
CC(C)Nc1nc(-c2ccncc2)nc(-c2ccc(Cl)cc2)c1C#N	nt	-8	-8	-13	2	-4	-7	-2	2	9	-16
c1csc(COc2ccccc2CNC2CCCCC2)c1	-5	13	3	-2	5	3	-10	4	13	10	20
O=C(NC1(C(F)(F)F)C(=O)Nc2c1c(=O)[nH]c(=O)n2-c1ccc(F)cc1)c1cccnc1 (stereo not given)	-2	1	1	-5	-3	-1	10	-11	3	9	-23
CCSc1nnc(NC(=O)c2nc3nc(C)cc(C)n3n2)s1	-2	-1	-1	1	8	-2	-2	-14	-1	13	-26
NC(=S)NNC(=O)COc1ccccc1O	8	-5	2	12	-14	-5	-5	-3	-1	13	11
Cn1nccc1NC(=O)CC(CC(=O)O)c1ccccc1 (stereo not given)	3	-7	-27	7	14	3	14	-2	-2	19	-19
CC1CCC(C(C)C)C(OCC(O)CNC(C)C)C1 (stereo not given)	3	-14	7	10	-16	-2	-2	-3	-3	13	-5
CCCN1C(=O)SC(CC(=O)Nc2ccc(C)cc2)C1=O (stereo not given)	-4	-2	-4	20	10	-1	6	-11	-1	2	-2
O=C1CCc2cc(S(=O)(=O)NC3CCCCC3)ccc2N1	-5	6	5	15	8	7	28	-1	0	-8	2
COc1cccc2c(N/N=C/c3ccccc3)cc(C)nc12	-3	1	7	-35	-6	1	25	-1	-8	-9	-41
Cc1cc(C)cc(N(CC(=O)N2CCc3ccccc32)S(=O)(=O)c2c(C)noc2C)c1	-5	2	-9	11	-2	-1	-4	-3	-4	-2	-15
CCN(CC(=O)Nc1ccc(NC(C)=O)cc1)C(=O)c1ccccc1Sc1ccccc1C#N	-5	-10	-8	5	6	10	-3	-9	7	-21	0
O=C(/C=C/c1ccc([N+](=O)[O-])s1)N1CCCC1	5	1	-20	21	-1	0	8	3	0	10	-18
COc1ccc(Cl)cc1C(=O)NC(=S)Nc1ccccc1N1CCOCC1	4	25	-13	8	3	-3	7	-15	32	-26	-17
CCCN1CNc2c(c(=O)[nH]c(=S)n2CCc2ccc(OC)c(OC)c2)C1	9	-31	-39	3	-3	7	-1	-3	3	5	-44
Cc1ccc(C)c(NC(=O)NNC(=O)c2cc3occc3[nH]2)c1	-3	-21	-3	22	13	6	29	-2	-10	-15	-10
C=CCNC(=O)COC(=O)c1nc2nccc(C)n2n1	-9	10	-9	-6	5	-1	12	-8	-1	12	12
C/C(=N\NC(=O)c1ccc(Cn2cc(Br)cn2)o1)c1cccc(NC(=O)C(C)C)c1	-10	-16	-15	-73	3	8	7	-12	-3	-3	-31
Cc1ccc(CN2C(=O)N/C(=C\c3cccn3-c3cccc(C(=O)O)c3)C2=O)cc1	2	5	4	4	6	4	4	1	-2	15	-6
CCOc1ccc(-c2ccc(NS(=O)(=O)c3cc([N+](=O)[O-])c(C)c([N+](=O)[O-])c3)cc2)nn1	17	4	-6	9	9	8	-17	2	2	0	-15
O=C(NCc1ccccc1F)C1CC(=O)N(c2ccc3c(c2)OCCO3)C1 (stereo not given)	12	-2	-14	-16	-2	5	8	4	3	9	4
Cc1cc(-n2nc(C)cc2C)n2nc(C)c(-c3ccc(Cl)cc3)c2n1	-5	-9	-14	3	-1	0	-23	-12	-1	6	13
O=C1/C(=C/c2cccs2)SC(=S)N1CC(=O)N1CCCCC1CCO (stereo not given)	-14	-30	-2	3	-9	-4	-12	5	-3	-17	9
COc1ccc(CC(=O)Nc2ccc(C)cc2O)cc1S(=O)(=O)N1CCOCC1	9	-11	-82	-12	14	10	1	-8	2	2	6
CCOc1cc2nc(-c3ccc(OC)c(OC)c3)nc(NCCCN3CCOCC3)c2cc1OC	-1	-19	4	0	-20	7	-25	0	11	13	-41
Cc1ccc(-c2nc(CS(=O)CC(=O)NCc3ccc4c(c3)OCO4)c(C)o2)cc1 (stereo not given)	-2	-9	6	16	nt	2	3	-1	23	-4	nt
O=C(Nc1ccccc1N1CCCC1)C1CCN(S(=O)(=O)c2cccc(C(F)(F)F)c2)CC1	0	-6	1	-12	17	-6	-18	-4	-7	12	9
CCOC(=O)c1ccc(NC(=O)CC2OCCN(CC)C2=O)cc1 (stereo not given)	-2	-14	0	-14	-8	2	-14	-4	3	-17	-28
O=C(/C=C/c1ccc(NC(=O)c2ccccc2-c2ccccc2C(=O)O)cc1)c1ccccc1	16	-21	4	10	10	24*	59*	5	-1	-15	-40
CC(C)(C)c1nnc(NC(=O)c2cccs2)s1	-7	-31	-46	-110	-29	3	-4	-7	0	-49	-43
CC(=O)C(=Nc1ccc(Cl)cc1Cl)NNc1cccc(Cl)c1	-9	nt	10	-10	6	-19	-7	-1	85*	10	-40
Cc1cccc(-n2ncc3c(NCCCO)ncnc32)c1	1	-54	-79	-102	-57	9	21	-14	-1	-115	-32
COc1cccc(N(C(C)=O)c2nc(C)cc(C)c2C#N)c1	-4	7	3	-3	8	-3	-11	-15	2	8	21
CC(=O)N(C(C)=O)S(=O)(=O)c1ccc(N=NN2CCOCC2)cc1	-21	4	10	8	3	4	9	8	-4	11	15
Cc1ccc(S(=O)(=O)NC(=O)C2(C)CCN2C(=O)Cc2ccc(Cl)cc2Cl)nc1 (stereo not given)	nt	4	-3	15	-2	7	13	0	4	0	-17
Cc1ccc(NC(=S)NNC(=O)c2ccc(N3CCOCC3)c([N+](=O)[O-])c2)cc1C	-13	-1	-1	-5	-14	-4	-17	10	1	12	-12
CC1=CC(=C(C#N)C#N)C=C(C)N1Cc1ccc(Cl)cc1	-3	13	1	16	-48	6	11	6	-3	27	-9
COc1ccc(-n2nnc3c(=O)n(CC(=O)Nc4cc(C)on4)cnc32)cc1	1	3	5	19	4	-5	-4	-4	-13	-8	-21
O=C(CSc1nc(-c2ccccc2)cc(=O)[nH]1)Nc1ccccn1	0	-12	-12	-9	-1	9	-13	-3	2	-11	-17
COc1ccc(C2C(=O)N(C3CCCCC3)CC(=O)N2C2CCCCC2)cc1 (stereo not given)	2	3	19	-17	-2	-1	-8	-2	2	-16	1
Cc1c(C(=O)OCC(=O)N2CC(=O)Nc3ccccc32)oc2ccc(Br)cc12	5	17	-10	-14	0	0	-36	-10	1	1	-23
CC(/C=C1\SC(=S)N(CCC(=O)Nc2ccc(O)cc2)C1=O)=C\c1ccccc1	-4	0	-18	0	11	-3	25	-7	2	14	11
Cc1cccc(NCN2C(=O)c3ccncc3C2=O)n1	-3	14	-8	-14	-4	7	10	-7	-1	10	-8
CCOc1ccc(Br)cc1S(=O)(=O)Nc1cccc(S(=O)(=O)NC2=NCCC2)c1	9	7	7	9	6	3	22	-7	-2	3	13
Cn1c(CSc2nc3ccccc3s2)nnc1SCC(=O)NCCN1CCOCC1	1	10	3	3	nt	4	6	-9	-1	-3	nt
COc1ccccc1CN(C)CC(=O)NC(=O)NC1CCCCC1	-7	10	1	-6	7	6	-1	-1	0	-10	1
C/C(=N\NC(=O)CC#N)c1ccc(Oc2ccccc2)cc1	1	-23	-5	4	-2	-5	-11	9	-3	5	-23
Cc1nc(NC(=O)/C=C/c2ccccc2)sc1C(=O)Nc1ccccc1	-17	-69	6	8	8	-7	-30	1	7	10	22
COc1ccc(S(=O)(=O)N2CCN=C2SCc2cccnc2)cc1	4	10	7	-1	-2	-5	4	-7	-1	-2	-18
C#CCNC(=O)C1=C[C@@H](C2CC2)C[C@@H](OCc2ccc(CO)cc2)O1	-2	-3	-13	5	-23	-3	-8	-2	0	12	-8
CN1C(=O)C(Cl)(Cl)C(=O)c2ccccc21	-2	12	-1	21	nt	88*	51*	-10	-2	-4	nt

Source: PubChem BioAssay

These rows are one share of the data, so the mix of outcomes need not match the whole.
